ULK1 inh: inhibitors of human ULK1 kinase | O75385 | AlphaScreen Atg13 phosphorylation by ULK1, luminescence | inhibition, % at 5.96 µM | hit rate 1.9% among 30,000 | AID 1259251; in the data active means inhibition above about 43%;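 further: 0% = median of compound wells and 100% = no enzyme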
Target sequence (O75385 whole entry, looked up): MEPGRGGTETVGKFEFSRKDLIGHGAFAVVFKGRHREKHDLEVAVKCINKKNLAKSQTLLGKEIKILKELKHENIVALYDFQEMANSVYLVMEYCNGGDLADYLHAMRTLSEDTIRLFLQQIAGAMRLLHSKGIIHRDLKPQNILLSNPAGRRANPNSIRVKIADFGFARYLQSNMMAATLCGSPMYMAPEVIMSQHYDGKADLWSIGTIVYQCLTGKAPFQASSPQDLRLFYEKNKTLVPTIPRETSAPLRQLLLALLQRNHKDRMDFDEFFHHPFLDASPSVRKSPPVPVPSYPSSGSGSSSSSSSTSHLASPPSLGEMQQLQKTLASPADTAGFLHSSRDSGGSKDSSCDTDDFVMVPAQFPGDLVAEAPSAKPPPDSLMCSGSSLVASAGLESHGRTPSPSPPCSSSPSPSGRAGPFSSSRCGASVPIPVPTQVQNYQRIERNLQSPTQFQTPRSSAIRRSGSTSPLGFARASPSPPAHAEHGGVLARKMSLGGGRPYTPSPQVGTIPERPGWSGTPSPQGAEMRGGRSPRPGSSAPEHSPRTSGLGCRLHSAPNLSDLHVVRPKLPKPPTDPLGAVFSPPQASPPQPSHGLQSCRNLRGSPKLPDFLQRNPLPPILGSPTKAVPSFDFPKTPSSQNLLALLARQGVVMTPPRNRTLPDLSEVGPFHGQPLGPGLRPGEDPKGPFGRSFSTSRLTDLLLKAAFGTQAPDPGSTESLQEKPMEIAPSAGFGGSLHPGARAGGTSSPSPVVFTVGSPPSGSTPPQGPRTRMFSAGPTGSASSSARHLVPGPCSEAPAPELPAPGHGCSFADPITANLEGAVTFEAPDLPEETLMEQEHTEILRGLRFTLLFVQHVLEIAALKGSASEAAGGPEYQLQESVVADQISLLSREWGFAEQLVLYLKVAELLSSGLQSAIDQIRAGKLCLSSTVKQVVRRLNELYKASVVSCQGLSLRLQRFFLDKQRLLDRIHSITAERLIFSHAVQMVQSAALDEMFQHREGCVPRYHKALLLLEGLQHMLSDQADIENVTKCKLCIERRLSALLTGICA
ASK1 primary: inhibitors of human ASK1 kinase; AlphaScreen MKK6 phosphorylation by ASK1, luminescence; Q99683; inhibition, % at 7.44 µM; AID 1159602; hit rate 0.99% among 22,000; in the data active means inhibition above about 35%;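 further: 0% = median of compound wells and 100% = no enzyme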
An asterisk follows results filed as active; & = joins results of further samples.

Screening O=C(NC1CCN(Cc2ccccc2)CC1)c1ccc2nc(Nc3cccnc3)sc2c1 returned ULK1 inh 13.8 and ASK1 primary -1.4.
CCN(CC)c1nc(Nc2ccc(N3CCOCC3)cc2)nc(Nc2cc(OC)c(OC)c(OC)c2)n1 was read as ULK1 inh -2.4&-10.8 and ASK1 primary 3.5&28.9.
Screening Fc1cnc(Nc2ccc(Cn3ccnc3)cc2)nc1-c1cc(N2CCOCC2)cc(C(F)(F)F)c1 returned ULK1 inh -246.7 and ASK1 primary -24.6.
Screening COc1cc(NC(=O)c2cc(N3CCOCC3)nc3ccccc23)cc(OC)c1OC returned ULK1 inh 24.3 and ASK1 primary 8.9.
For COc1nc(NCCOc2ccccc2)nc(-c2ccc(C(=O)N3CCN(C)CC3)cc2)n1 the results were ULK1 inh -3.2 and ASK1 primary -7.1.
For O=C1NN(c2ccc(I)cc2)C(=O)/C1=C\c1cccs1 the results were ULK1 inh 5.5.
For CN1CCN(c2ccc(-c3nc(NCCCN4CCCC4=O)c4ncn(C5CCCCC5)c4n3)cc2)CC1 the results were ULK1 inh 5.4 and ASK1 primary 8.0.
`Cc1ccc2c(c1)OCC(c1nc3ccc(-c4ccncc4)cc3[nH]1)O2` (stereo unspecified) gave ULK1 inh -3.5 and ASK1 primary 9.0.
CCCNc1nc(Nc2ccccc2)nc2c1ncn2-c1ccccc1 was read as ULK1 inh -11.0 and ASK1 primary -1.3.
Screening O=C(Nc1ccc2c(c1)OCO2)c1csc(Nc2ccc(-n3ccnc3)cc2)n1 returned ULK1 inh 23.5 and ASK1 primary 13.9.
For c1ccc2[nH]c(CNc3cc(-c4ccc(N5CCOCC5)nc4)ncn3)nc2c1 the results were ULK1 inh 9.6 and ASK1 primary 7.8.
For CC(=O)Nc1ccc(Nc2cc(C)nc(-c3ccc(C(=O)N4CCN(C)CC4)cc3)n2)cc1 the results were ULK1 inh -6.0 and ASK1 primary -4.2.
For CCN(CC)c1nc(NCc2nc3ccccc3[nH]2)nc(Nc2nc3ccccc3n2C)n1 the results were ULK1 inh -19.6 and ASK1 primary -15.2.
Cc1nn(C)c(C)c1-c1nc2ncnc(NCc3nc4ccccc4[nH]3)c2[nH]1 was read as ULK1 inh 14.3 and ASK1 primary 7.8.
`COc1ccc(-c2nc3ncnc(NCCCN4CCCC4=O)c3[nH]2)cn1` gave ULK1 inh -13.7 and ASK1 primary -20.9.
For CCN(CC)C(=O)C1CCCN(c2cc(C(=O)Nc3ccccc3)c3ccccc3n2)C1 (stereo unspecified) the results were ULK1 inh -0.1 and ASK1 primary 1.6.
Screening O=C(Nc1ccc2c(c1)OCO2)c1ccc2nc(Nc3nccc4ccccc34)sc2c1 returned ULK1 inh 5.4 and ASK1 primary 5.5.
Screening Nc1cccc(-c2cncc(C(=O)NCCCN3CCCC3=O)c2)c1 returned ULK1 inh 6.2 and ASK1 primary -1.3.
`COc1cc(NC(=O)c2csc(-c3csc4ccccc34)n2)cc(OC)c1OC` gave ULK1 inh 9.7 and ASK1 primary 15.1.
Screening CCN(CC)c1nc(NCc2cccnc2)nc(Nc2ccnn2C)n1 returned ULK1 inh -6.5 and ASK1 primary -8.6.
`COc1cc(N2CCOCC2)ccc1Nc1cc(-c2nocc2-c2cn[nH]c2C)ccn1` gave ULK1 inh -2.6 and ASK1 primary 8.6.
`CC(C)n1cnc2c(NCc3ccccc3)nc(Nc3ccncc3)nc21` gave ULK1 inh 12.5 and ASK1 primary 3.5.
Screening CC[C@@H]([C@H](C)O)n1ncn(-c2ccc(N3CCN(c4ccc(OCC5CO[C@@](Cn6cncn6)(c6ccc(F)cc6F)C5)cc4)CC3)cc2)c1=O (stereo partly specified) returned ULK1 inh 1.7.
O=C(NCCCN1CCCC1=O)c1cccc(Nc2ccc3ncccc3c2)n1 was read as ULK1 inh -1.1 and ASK1 primary -10.1.
CC(C)n1cnc2c(NCCCN3CCCC3=O)nc(-c3ccc(C(=O)N4CCN(C)CC4)cc3)nc21 was read as ULK1 inh 3.2 and ASK1 primary 6.6.
For O=C(Cc1ccc2c(c1)OCO2)Nc1cc(Nc2ccccc2C2=NCCN2)c(Cl)cn1 the results were ULK1 inh 5.7 and ASK1 primary 7.0.
`NC(Cc1ccc(Cl)cc1)C(=O)O` (stereo unspecified) gave ULK1 inh -10.7.
For CN1CCN(C(=O)c2ccc(-c3nc(NCCc4ccc(O)cc4)c4ncn(-c5ccccc5)c4n3)cc2)CC1 the results were ULK1 inh -10.2 and ASK1 primary 10.3.
`O=C(NCc1nc2ccccc2[nH]1)c1ccnc(-c2ccc(N3CCOCC3)nc2)c1` gave ULK1 inh 4.4 and ASK1 primary -5.2.
`Nc1ccc(NC(=O)CCC(=O)O)cc1Cl` gave ULK1 inh -0.1.
NC(=O)c1ccc(-c2ccc(C(=O)Nc3ccccc3)s2)cc1 was read as ULK1 inh -26.8 and ASK1 primary -13.5.
For Cc1cnc(Nc2ccc(-n3ccnc3)cc2)nc1NCc1cccc(C(F)(F)F)c1 the results were ULK1 inh -35.3 and ASK1 primary -4.1.
Screening CC(C)n1c(Nc2cccc(N(C)C)c2)nc2c(NCc3ccccc3)ncnc21 returned ULK1 inh 12.6 and ASK1 primary 22.8.
For O[C@H](CNc1nccc(Nc2ccncn2)n1)c1ccccc1 the results were ULK1 inh 7.1 and ASK1 primary 11.4.
Screening COc1ccc(-c2nc(NCCN(C(C)C)C(C)C)c3ncn(C4CCCCC4)c3n2)cc1 returned ULK1 inh -5.0 and ASK1 primary -7.4.
O=C(NC1CC1)c1cc(NCc2ccc3c(c2)OCO3)nc2ccccc12 was read as ULK1 inh 3.4 and ASK1 primary 2.3.
Screening O=C(NCc1cccc(C(F)(F)F)c1)c1ccc2nc(N3CCCC3CO)sc2c1 (stereo unspecified) returned ULK1 inh -17.8 and ASK1 primary 11.7.
For NCc1ccc(Nc2nccc(-c3ccccc3)n2)cc1 the results were ULK1 inh 17.3 and ASK1 primary 2.8.
`O=C(NCc1cccc(C(F)(F)F)c1)c1cncc(-c2ccc(C(=O)NC3CC3)cc2)c1` gave ULK1 inh -13.1 and ASK1 primary -13.4.
NC(=O)c1cnc(-c2ccc(C(=O)NC3CC3)cc2)s1 was read as ULK1 inh -10.8 and ASK1 primary 15.3.
For O=C(Nc1cncc(-c2ccncc2)c1)C1Oc2ccc3ccccc3c2O1 (stereo unspecified) the results were ULK1 inh -11.9 and ASK1 primary -10.6.
COc1cccc(C(=O)NCc2c(-c3ccc(Cl)cc3)nc3n2CCS3)c1 was read as ULK1 inh -5.2.
Screening CCN(CC)C(=O)C1CCCN(c2nc3ccc(C(N)=O)cc3s2)C1 (stereo unspecified) returned ULK1 inh -16.1 and ASK1 primary -0.6.
CN1CCN(c2ccc(-c3nc4ccc(C(=O)NC5CC5)cc4s3)cc2)CC1 was read as ULK1 inh 0.1 and ASK1 primary -1.6.
Screening Cc1cc(Nc2nccc(-c3cc(C#N)cc(N4CCOCC4)c3)n2)ccc1N1CCOCC1 returned ULK1 inh 13.7 and ASK1 primary 17.8.
`FC1(F)C(F)(F)C(F)(F)C2(F)C(F)(F)C(F)(F)C(F)(F)C(F)(F)C2(F)C1(F)F` (stereo unspecified) gave ULK1 inh -5.8.
`O=C(Nc1cccc2cnccc12)c1ccc(OCC(O)c2ccc(Br)cc2)cc1` (stereo unspecified) gave ULK1 inh -9.5 and ASK1 primary -21.3.
CC(=O)Nc1ccc(Nc2ccnc(Nc3ccccn3)n2)cc1 was read as ULK1 inh 5.6 and ASK1 primary 4.7.
`Oc1cccc2c1CC=CC2` gave ULK1 inh 9.9.
`CC(=O)Nc1ccc(NC(=O)C2CCN(c3ccc(Nc4ccc(-n5ccnc5)cc4)nn3)CC2)cc1` gave ULK1 inh 33.4 and ASK1 primary 3.3.
For O[C@H](Cc1ccccc1)c1nc2ccc(-c3ccncc3)cc2[nH]1 the results were ULK1 inh 7.6 and ASK1 primary 3.8.
Screening O=C1C(CO)NC(=S)N1c1ccccc1 (stereo unspecified) returned ULK1 inh 9.4.
`O=C(NCCOc1ccccc1)c1cnc(Nc2cnccn2)s1` gave ULK1 inh 22.1 and ASK1 primary 8.8.
For O=C(Nc1ccc(N2CCOCC2)cc1)c1ccc2nc(Nc3ccncc3)sc2c1 the results were ULK1 inh 52.9* and ASK1 primary -8.6.
Screening OCCN1CCN(c2cc(-c3cccnc3)nc(-c3ccccn3)n2)CC1 returned ULK1 inh -8.3.
`Cn1c(Nc2nc3ccc(C(=O)NCc4ccccc4)cc3s2)nc2ccccc21` gave ULK1 inh 21.8 and ASK1 primary -36.2.
For CC(C)=CCC[C@](C)(O)C1CC=C(C)CC1 (stereo partly specified) the results were ULK1 inh -8.9.
COCCNS(=O)(=O)c1cccc2cnccc12 was read as ULK1 inh 8.1.
`O=C(NC1CC1)c1cccc(-c2csc3ccccc23)n1` gave ULK1 inh -22.8 and ASK1 primary -1.4.
O=C(NCCN1CCOCC1)c1ccn(-c2ccnc(Nc3ccc(N4CCOCC4)cc3)c2)n1 was read as ULK1 inh 7.5 and ASK1 primary -13.5.
COc1cc(Nc2nc(NC3CC3)c3ncn(C(C)C)c3n2)cc(OC)c1OC was read as ULK1 inh -3.6 and ASK1 primary -10.7.
Cn1c(Nc2cc(NCCOc3ccccc3)nc(N)n2)nc2ccccc21 was read as ULK1 inh -15.2 and ASK1 primary -3.8.
O=C1CCCN1CCCNc1nc(NCCN2CCOCC2)c2ncn(CCN3CCCC3=O)c2n1 was read as ULK1 inh 12.7 and ASK1 primary -11.6.
`Cc1nn(C)c(C)c1-c1nc(NCCO)c2[nH]cnc2n1` gave ULK1 inh -11.6 and ASK1 primary -16.6.
`COc1cc(NC(=O)C2Cc3ccccc3O2)ccc1-c1cn[nH]c1` (stereo unspecified) gave ULK1 inh -9.4 and ASK1 primary 15.4.
`COc1cc(Nc2nccc(Nc3ccc(N4CCOCC4)cc3)n2)cc(OC)c1OC` gave ULK1 inh 7.8 and ASK1 primary 11.9.
O=C1CCCN1CCn1cnc2c(NC3CC3)nc(Nc3ccncn3)nc21 was read as ULK1 inh 5.9 and ASK1 primary -2.2.
Screening O=C1CCCN1CCn1cnc2c(NCc3cccc(C(F)(F)F)c3)nc(Nc3ccc4ncccc4c3)nc21 returned ULK1 inh -38.6 and ASK1 primary -10.6.
N[C@@H](Cc1ccc(Br)cc1)C(=O)N1CCC(C(=O)Nc2ccc3[nH]ncc3c2)C1 (stereo partly specified) was read as ULK1 inh 5.4 and ASK1 primary 10.9.
Cc1nc(NCc2ccco2)cc(-c2ccccn2)n1 was read as ULK1 inh 16.2.
Screening CCCNc1nc(-c2ccc(C(=O)NC3CC3)cc2)nc2c1ncn2C1CCCCC1 returned ULK1 inh -9.2 and ASK1 primary -15.5.
For CCCNc1nc(N2CCN(Cc3ccc4c(c3)OCO4)CC2)nc2c1ncn2-c1ccsc1 the results were ULK1 inh -10.9 and ASK1 primary 13.4.

Brought forward from above: two entries; new compounds follow.
Screening CCCNc1nc(-c2ccc(C(=O)NC3CC3)cc2)nc2c1ncn2C1CCCCC1 returned ULK1 inh -9.2 and ASK1 primary -15.5.
For CCCNc1nc(N2CCN(Cc3ccc4c(c3)OCO4)CC2)nc2c1ncn2-c1ccsc1 the results were ULK1 inh -10.9 and ASK1 primary 13.4.
c1ccc2c(Nc3cc(Nc4ccc5c(c4)OCO5)ncn3)nccc2c1 was read as ULK1 inh 24.0 and ASK1 primary 18.8.
For O=C(NCc1cccc(C(F)(F)F)c1)c1ccc2nc(Nc3ccc(-n4ccnc4)cc3)sc2c1 the results were ULK1 inh -12.6 and ASK1 primary 6.8.
Screening NC(=O)c1ccc(-c2ccc(C(=O)NCc3ccccc3)s2)cc1 returned ULK1 inh -14.2 and ASK1 primary 0.9.
Screening CN(C)c1cccc(Nc2ccc(-n3cc(CC(=O)NCCCN4CCCC4=O)c4ccccc43)nn2)c1 returned ULK1 inh 16.2 and ASK1 primary 8.6.
Cc1ncn(-c2ccc(Nc3nccc(-c4cc(N5CCOCC5)ccc4S(C)(=O)=O)n3)cc2)n1 was read as ULK1 inh 26.1 and ASK1 primary -16.2.
For Cc1cnc(Nc2cccnc2)nc1NCCOc1ccccc1 the results were ULK1 inh 17.0 and ASK1 primary -13.6.
`CNC(=O)c1cc(F)ccc1Nc1cc(Nc2cc(-c3cncnc3)nc(C)n2)ncc1C(F)(F)F` gave ULK1 inh 58.2* and ASK1 primary 9.1.
For Nc1cccc(-c2cccc(C(=O)NCCO)c2)c1 the results were ULK1 inh -6.7 and ASK1 primary -3.0.
c1ccc2sc(Nc3ccnc(Nc4ccc(N5CCOCC5)cc4)c3)nc2c1 was read as ULK1 inh -17.5 and ASK1 primary -5.7.

Molecules from the list above with an NH in an aromatic ring (eleven):
`Cc1ccc2c(c1)OCC(c1nc3ccc(-c4ccncc4)cc3[nH]1)O2` (stereo unspecified) gave ULK1 inh -3.5 and ASK1 primary 9.0.
For c1ccc2[nH]c(CNc3cc(-c4ccc(N5CCOCC5)nc4)ncn3)nc2c1 the results were ULK1 inh 9.6 and ASK1 primary 7.8.
For CCN(CC)c1nc(NCc2nc3ccccc3[nH]2)nc(Nc2nc3ccccc3n2C)n1 the results were ULK1 inh -19.6 and ASK1 primary -15.2.
Cc1nn(C)c(C)c1-c1nc2ncnc(NCc3nc4ccccc4[nH]3)c2[nH]1 was read as ULK1 inh 14.3 and ASK1 primary 7.8.
`COc1ccc(-c2nc3ncnc(NCCCN4CCCC4=O)c3[nH]2)cn1` gave ULK1 inh -13.7 and ASK1 primary -20.9.
`COc1cc(N2CCOCC2)ccc1Nc1cc(-c2nocc2-c2cn[nH]c2C)ccn1` gave ULK1 inh -2.6 and ASK1 primary 8.6.
`O=C(NCc1nc2ccccc2[nH]1)c1ccnc(-c2ccc(N3CCOCC3)nc2)c1` gave ULK1 inh 4.4 and ASK1 primary -5.2.
For O[C@H](Cc1ccccc1)c1nc2ccc(-c3ccncc3)cc2[nH]1 the results were ULK1 inh 7.6 and ASK1 primary 3.8.
`Cc1nn(C)c(C)c1-c1nc(NCCO)c2[nH]cnc2n1` gave ULK1 inh -11.6 and ASK1 primary -16.6.
`COc1cc(NC(=O)C2Cc3ccccc3O2)ccc1-c1cn[nH]c1` (stereo unspecified) gave ULK1 inh -9.4 and ASK1 primary 15.4.
N[C@@H](Cc1ccc(Br)cc1)C(=O)N1CCC(C(=O)Nc2ccc3[nH]ncc3c2)C1 (stereo partly specified) was read as ULK1 inh 5.4 and ASK1 primary 10.9.

Compound activity: PubChem, The Scripps Research Institute Molecular Screening Center
